# FBW7 activator: activators of human E3 ligase FBW7. normalized activity (activation), % at 26.1 µM. AID 1259310. AlphaScreen FBW7–phospho-cyclin E peptide binding, activator screen. 650,000 compounds, 0.13% hits; in the data active = normalized activity above about 1.9%;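 also: purified mutant Fbw7 with reduced substrate affinity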
# MITF inh: inhibitors of human MITF. O75030. AlphaScreen MITF homodimerization, bead proximity signal. inhibition, % at 2.6 µM. 650,000 compounds, 0.91% hits. AID 1259374; in the data active = inhibition above about 50%;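 also: 0% = vehicle wells with protein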
# Target sequence (O75030 whole entry, looked up): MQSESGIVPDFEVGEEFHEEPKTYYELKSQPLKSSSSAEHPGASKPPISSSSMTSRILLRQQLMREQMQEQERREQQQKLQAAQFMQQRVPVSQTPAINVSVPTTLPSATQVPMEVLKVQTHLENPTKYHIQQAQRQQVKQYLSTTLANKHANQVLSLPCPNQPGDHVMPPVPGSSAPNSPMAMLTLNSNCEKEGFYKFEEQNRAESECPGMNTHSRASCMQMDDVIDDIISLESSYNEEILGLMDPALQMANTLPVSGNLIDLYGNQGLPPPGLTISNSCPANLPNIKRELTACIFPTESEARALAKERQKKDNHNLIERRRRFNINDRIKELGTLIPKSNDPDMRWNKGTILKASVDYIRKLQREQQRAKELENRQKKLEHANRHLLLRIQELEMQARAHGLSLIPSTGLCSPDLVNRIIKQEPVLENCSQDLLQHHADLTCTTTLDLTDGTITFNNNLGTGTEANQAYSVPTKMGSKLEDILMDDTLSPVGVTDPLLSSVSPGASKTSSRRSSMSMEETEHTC
# TEAD-YAP block: TEAD-YAP interaction inhibition. HEK-TIYL cells, TEAD-Gal4/YAP UAS-luciferase luminescence. inhibition, % at 9.12 µM. 640,000 compounds, 1.4% hits. AID 1259422; in the data active = inhibition above about 32%;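 also: 0% = median of test compound wells and 100% = reference inhibitor wells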
# GPR151 activ: activates the human receptor GPR151; Q8TDV0; PathHunter beta-arrestin GPR151 cells, luminescence; activation, % at 11.2 µM; 650,000 compounds, 1% hits; AID 1508602; in the data active = activation above about 4.9%;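 also: 0% = median of compound wells and 100% = cells with positive control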
# Target sequence (Q8TDV0 whole entry, looked up): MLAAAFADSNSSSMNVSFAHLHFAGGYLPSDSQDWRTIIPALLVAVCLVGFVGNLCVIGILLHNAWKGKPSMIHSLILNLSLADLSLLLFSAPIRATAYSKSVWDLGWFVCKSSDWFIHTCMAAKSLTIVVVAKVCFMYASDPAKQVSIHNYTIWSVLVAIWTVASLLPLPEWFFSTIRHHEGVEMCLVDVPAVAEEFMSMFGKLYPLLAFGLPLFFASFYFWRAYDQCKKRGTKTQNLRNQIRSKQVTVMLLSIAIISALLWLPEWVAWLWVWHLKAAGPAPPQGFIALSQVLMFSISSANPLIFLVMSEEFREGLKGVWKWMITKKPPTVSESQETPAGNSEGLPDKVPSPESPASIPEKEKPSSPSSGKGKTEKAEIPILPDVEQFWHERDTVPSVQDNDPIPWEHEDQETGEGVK
# * = called active by the depositor; & = joins results of further samples.
entry	smiles	FBW7 activator	MITF inh	TEAD-YAP block	GPR151 activ
1	COc1ccn2c(CCCN(C)C(C)=O)nc(-c3ccc(Cl)cc3)c2c1	-0.5	-5	-14	-1.0
2	COc1ccc(OC)c(S(=O)(=O)N2CCNCC2)c1	0.4	8	6	-0.7
3	C[C@@H](OCc1ccccc1)[C@@H]1NC(=O)[C@H]2CN(C(=O)c3ccc(Cl)cc3)CCN2C1=O	-0.3	-1	1	0.4
4	COc1ccc(NC(=O)[C@H]2C=CCN2C(=O)c2ccco2)cc1	0.3	-5	-10	-0.7
5	CC1CCCCC1NC(=O)c1ccc(N2CCCC2=O)cc1 (stereo unspecified)	-0.1	-10	-18	-0.5
6	N#Cc1c(SCc2ccccc2Cl)nsc1SCc1ccccc1Cl	0.0	4	4	1.0
7	COc1ccc(NC(=O)CCS(=O)(=O)c2ccc(C)cc2)c([N+](=O)[O-])c1	-0.1	12	-4	-0.5
8	CCCNC(=O)Cn1cnc2sc(C(=O)N3CCCCCC3)c(C)c2c1=O	0.8	0	-5	-2.0
9	Cc1ccc(NC(=O)c2cc3nc(-c4ccc5c(c4)OCO5)cc(C(F)(F)F)n3n2)cc1Cl	-0.1	16	2	0.5
10	CCC(O)c1nc2ccccc2n1CCOc1ccccc1 (stereo unspecified)	0.6	5	-7	0.4
11	CCc1cc(N2CCOCC2)n2nc3nc(C)cc(C)c3c2n1	0.2	3	7	1.0
12	COC(=O)C(C)Sc1nc2c(cnn2-c2ccc(F)cc2)c(=O)[nH]1 (stereo unspecified)	-0.1	5	-1	4.3
13	N#Cc1ccccc1S(=O)(=O)N1CCN(C(=O)COc2ccccc2F)CC1	0.4	-3	2	0.4
14	O=C(Cn1c2c(c(-c3ccccc3Cl)cc1=O)CCC2)NCc1ccc2c(c1)OCO2	-0.3	-6	11	0.6
15	O=[N+]([O-])c1ccc2nc(CO)[nH]c2c1	0.0	-6	-1	-0.6
16	CSc1nc2ccc(NC(=O)c3ccc(C(C)(C)C)cc3)cc2s1	0.3	13	7	0.8
17	O=C(NCCCN1CCOCC1)c1ccc2c(=O)n(CCc3ccccc3)c(=S)[nH]c2c1	-0.1	14	-2	0.2
18	CCN(CC)C(=O)C1CCCN(C(=O)c2ccc(N3CC4CC(C3)c3cccc(=O)n3C4)c(NC(=O)c3ccncc3)c2)C1 (stereo unspecified)	-0.1	0	-5	-0.8
19	CC(=O)Nc1ccc(NC(=O)c2ccccc2-c2nc(-c3ccccc3Cl)no2)cc1	-0.2	4	-6	-0.9
20	O=C(CSCc1ccccc1Cl)N/N=C/c1ccccc1	-0.1	3	5	0.8

# Part of the list above in order of length of the SMILES, highest first:
entry	smiles	FBW7 activator	MITF inh	TEAD-YAP block	GPR151 activ
3	C[C@@H](OCc1ccccc1)[C@@H]1NC(=O)[C@H]2CN(C(=O)c3ccc(Cl)cc3)CCN2C1=O	-0.3	-1	1	0.4
19	CC(=O)Nc1ccc(NC(=O)c2ccccc2-c2nc(-c3ccccc3Cl)no2)cc1	-0.2	4	-6	-0.9
6	N#Cc1c(SCc2ccccc2Cl)nsc1SCc1ccccc1Cl	0.0	4	4	1.0

# An excerpt from above, limited to TEAD-YAP block:
item	SMILES	TEAD-YAP block
10	CCC(O)c1nc2ccccc2n1CCOc1ccccc1 (stereo unspecified)	-7
11	CCc1cc(N2CCOCC2)n2nc3nc(C)cc(C)c3c2n1	7
12	COC(=O)C(C)Sc1nc2c(cnn2-c2ccc(F)cc2)c(=O)[nH]1 (stereo unspecified)	-1
13	N#Cc1ccccc1S(=O)(=O)N1CCN(C(=O)COc2ccccc2F)CC1	2
14	O=C(Cn1c2c(c(-c3ccccc3Cl)cc1=O)CCC2)NCc1ccc2c(c1)OCO2	11
15	O=[N+]([O-])c1ccc2nc(CO)[nH]c2c1	-1

# (further entries)
entry	smiles	FBW7 activator	MITF inh	TEAD-YAP block	GPR151 activ
21	Cc1ccc(C(=O)Nc2cc(C)c(O)cc2C)cc1	-0.2	4	65*	-0.9
22	CCOC(=O)C1CCCN(C(=O)CNC(=O)Cn2cnc3ccccc3c2=O)C1 (stereo unspecified)	-0.1	12	6	1.2
23	COc1ccc(/C=C2/C(=O)OCc3cc(OC)c(OC)cc32)c(OC)c1	-0.1	-7	-11	0.6
24	CC1CC(OC(=O)c2ccccc2O)CC(C)(C)C1 (stereo unspecified)	0.1&0.1	-10&2	2	0.1&-0.4
25	COc1ccc(C(=O)Nc2ccc(C(=O)OCC(=O)c3ccc(Br)cc3)cc2)cc1OC	0.1	-16	-4	2.4
26	COC(=O)CSc1nnc(CNC(=O)c2ccc([N+](=O)[O-])cc2)n1C	0.1	6	-5	1.7
27	O=C(O)c1cccc(N=NN2CCCCCC2)c1	0.3	-6	-53	-7.6
28	CC1CCN(C(C)CNC(=O)Nc2cccc(F)c2)CC1 (stereo unspecified)	0.2	6	-22	-1.0
29	CC(NC(=S)Nc1ccccc1)C1COc2ccccc2O1 (stereo unspecified)	-0.1	2	6	1.7
30	Cc1c(Cl)cccc1S(=O)(=O)N1CCC(Cn2c(C)nc3ccccc32)CC1	0.1	6	36*	0.6
31	CC(CNC(=O)c1ccc2nc(N)sc2c1)NC(=O)c1ccc2nc(N)sc2c1 (stereo unspecified)	-0.6	-7	0	2.2
32	CC(C)=CCN1CCC2(CCC(CNC(=O)c3n[nH]c(=O)c4ccccc34)O2)CC1 (stereo unspecified)	0.0	7	6	0.3
33	CCCc1cc(=O)[nH]c(SCc2cccc3ccccc23)n1	-0.1	2	-1	-0.3
34	COC(=O)c1ccccc1N=C1C(=O)N(C)c2ccccc21	0.0	-3	-15	-0.1
35	COc1ccccc1CCc1nnc(CCC(=O)N(CC2CC2)CC2CCCO2)o1 (stereo unspecified)	0.1	-1	-2	1.1
36	N#C/C(C(N)=O)=C(/O)C(=O)/C=C(\O)c1ccc(F)cc1	0.0	6	7	-0.3
37	O=C(/C=C/c1ccco1)Oc1cccc(/C=N/NC(=O)c2ccccc2O)c1	-0.2	26	-9	0.8
38	CC1C(=O)NN=C1C(=O)N/N=C/c1ccc(N(C)C)cc1 (stereo unspecified)	-0.1	7	-8	0.9
39	CC#CC(=O)NCC1Cc2cccc(-c3ncccc3C)c2O1 (stereo unspecified)	-0.2	1	4	0.0
40	CCOc1cc(C2Nc3ccccc3NC3=C2C(=O)CC(c2ccc(OC)c(OC)c2)C3)cc([N+](=O)[O-])c1O (stereo unspecified)	0.4	26	-4	-1.8
41	N#Cc1c(NC(=O)C2CCCCC2C(=O)O)sc2c1CCCC2 (stereo unspecified)	0.1	-11	-14	-1.0
42	Cc1cnc(NC(=O)c2ccccc2F)s1	0.0	13	64*	-9.0
43	COc1ccccc1N(CC(=O)Nc1cc(Cl)ccc1C)S(=O)(=O)c1ccc(C)cc1	-0.1	4	5	1.8
44	COc1cccc(CN2CCN(Cc3ccon3)CC2CCO)c1 (stereo unspecified)	-0.1	-2	-1	0.2
45	CCCCOc1ccc(C(=O)Nc2ccc([N+](=O)[O-])cc2OC)cc1	0.2	0	-16	0.7
46	COc1ccc(-n2nnnc2SCC(=O)c2cc(C)n(Cc3cccs3)c2C)cc1	-0.1	5	-8	0.5
47	CCN(CC)C(=O)C1CCCN(c2cccc(C(=O)NCCN(C(C)C)C(C)C)n2)C1 (stereo unspecified)	-0.1	-3	12	0.1
48	CC(C)Cn1c2c(=O)[nH]c(=O)n(C)c2n2c(-c3ccc(Br)cc3)nnc12	0.1	12	-3	0.6
49	CCOC(=O)c1c(NC(=O)c2ccc(S(=O)(=O)N3CCCCCC3)cc2)sc(C(C)=O)c1C	0.1	7	3	-0.2
50	OC1CCN(c2nc3cc(F)ccc3n3ccnc23)CC1	-0.3	-3	-3	1.9
51	O=C(C1=C(O)C(=O)N(c2ccccn2)C1c1ccccc1)c1cccs1 (stereo unspecified)	0.2	10	2	-0.7
52	COc1cc(OC)nc(Oc2cccc(N)c2)n1	-0.1	8	-10	0.2
53	Cn1c(SCC(=O)Nc2ccc3cn[nH]c3c2)nnc1-c1cnccn1	-0.1	-4	-1	0.3
54	COc1ccc(C(=O)O)cc1NC(=S)NC(=O)c1ccccc1F	0.1	0	-15	-1.7
55	Cc1ccc(S(=O)(=O)NCC(=O)OCc2ccc(C(C)(C)C)cc2)cc1	0.0	2	2	1.4
56	CCOc1ccc(C(=O)N2CCCC(c3ncncc3-c3ccncc3)C2)o1 (stereo unspecified)	0.0	10	3	2.5
57	COc1ccc(OC)c(N2CC(O)(c3ccc([N+](=O)[O-])cc3)[N+]3=C2CCCCC3)c1 (stereo unspecified)	0.2	17	0	-1.0
58	COc1ccc(CNC(=O)CCC(=O)N2CC(C)Sc3ccccc32)cc1 (stereo unspecified)	0.0	-2	-7	-1.7
59	Fc1ccc2c(c1)CC(c1nc3ccc(-c4cn[nH]c4)cc3s1)CO2 (stereo unspecified)	-0.2	2	-86	2.7
60	CCOC(=O)c1c(N)nn(C(=O)Cc2ccccc2)c1-c1ccc(OC)cc1	0.0	3	-5	2.3

# Two neighbouring entries out of the list so far:
entry	smiles	FBW7 activator	MITF inh	TEAD-YAP block	GPR151 activ
58	COc1ccc(CNC(=O)CCC(=O)N2CC(C)Sc3ccccc32)cc1 (stereo unspecified)	0.0	-2	-7	-1.7
59	Fc1ccc2c(c1)CC(c1nc3ccc(-c4cn[nH]c4)cc3s1)CO2 (stereo unspecified)	-0.2	2	-86	2.7

# Following part
entry	smiles	FBW7 activator	MITF inh	TEAD-YAP block	GPR151 activ
61	O=S(=O)(Nc1ccccn1)c1ccc(N=Cc2ccc3c(c2)OCO3)cc1	0.1	74*	5	0.9
62	O=C1OC(c2cccc(Cl)c2Cl)=N/C1=C/c1ccc(Cl)c(Cl)c1	-0.1	4	-4	0.1
63	Cn1c(-c2ccc3c(c2)OCO3)cn2cc(-c3cccc([N+](=O)[O-])c3)nc12	0.1	7	98*	-1.1
64	CCC(C)Nc1ncnc2c1sc1nc3c(cc12)COC(C)(C)C3 (stereo unspecified)	-0.1	6	1	-0.7
65	CCOC(=O)CSc1nc2ccccc2n1CC(=O)N1CCN(c2ccccc2)CC1	0.2	-10	-6	0.4
66	Cc1sc2ncn(CC(=O)N3CCCCC3)c(=O)c2c1S(=O)(=O)N1CCOCC1	0.2	21	-5	-0.9
67	O=C1CC(c2c[nH]c3ccccc23)C(=O)N1c1ccc(O)cc1 (stereo unspecified)	0.1	15	8	0.2
68	O=C(CNS(=O)(=O)Cc1ccccc1)N1CCOC(c2ccccc2)C1 (stereo unspecified)	0.0	-3	5	-2.1
69	O=C(Nc1ccccc1[N+](=O)[O-])c1cc(S(=O)(=O)NC2CCCCC2)ccc1Cl	0.6	21	-1	0.4
70	COc1ccc(-c2c(C)c3ccc(OCC(N)=O)cc3oc2=O)cc1	-0.1	-15	-20	-1.3
71	Nc1ncc(CN2CCCC(CO)(Cc3cccc(Cl)c3)C2)cn1 (stereo unspecified)	-0.1	7	7	0.5
72	O=C(Nc1ccc(N2CCC(NCCCc3cccnc3)CC2)cc1)c1cnccn1	0.2	13	-2	-1.1
73	CCc1ccc(C(=O)N2CCN3C(=O)[C@H](Cc4ccc(OC)cc4)NC(=O)[C@H]3C2)cc1	0.0	34	8	0.4
74	O=C(Cn1cnc2sc3c(c2c1=O)CCCC3)Nc1ccccc1C(F)(F)F	-0.1	-8	-17	-1.2
75	O=S(=O)(Nc1ccc(Cc2ccncc2)cc1)c1ccc(Br)s1	0.2	-2	1	1.4
76	O=C(C1CCOCC1)N1CCOc2ccc(CN3CCN(c4ccccc4)CC3)cc2C1	-0.2	0	10	1.6
77	CCC(C(=O)NCC1CCCN1CC)n1c(=O)c2cccn2c2ccccc21 (stereo unspecified)	0.6	7	14	-0.5
78	O=C(COC(=O)/C=C/c1ccco1)NCCN1C(=O)CSC1=O	-0.3	4	6	-0.2
79	Cc1cccc(C(=O)Nc2ccc(S(=O)(=O)N3CCc4ccccc43)cc2)c1	0.0	-1	-1	3.5
80	O=C(CSc1nc2ccccc2c(=O)n1C1CCCCC1)c1ccc(Cl)cc1	0.0	0	-8	0.4
81	NC(=O)CN1C(=O)/C(=c2\sc3nc(=O)c(-c4ccccc4)nn3c2=O)c2ccccc21	0.3	7	13	-0.7
82	CC(=O)C1=C(O)C(=O)N(CC2CCCO2)C1c1ccccc1F (stereo unspecified)	0.0	-5	1	-1.4
83	O=c1oc2cc(OCc3ccc(Br)cc3)ccc2c2c1CCC2	-0.1	-8	4	1.7
84	COc1ccc(CNC(=O)C(=O)NCc2cccnc2)cc1	-0.2	7	11	0.2
85	CC(NC(=O)C1CC1)c1nnc2n1CCN(Cc1ccc(OCc3ccccc3)cc1)CC2 (stereo unspecified)	0.4	19	-1	0.2
86	CSCCC1NC2(C(=O)N(C)c3ccccc32)C2C(=O)N(C(C)C)C(=O)C12 (stereo unspecified)	-0.1	0	3	1.7
87	CCOC(=O)c1c(NC(=S)NCCCN2CCCC2=O)sc(C)c1-c1ccccc1	-0.2	-1	-3	-0.6
88	COC(=O)c1ccccc1NCN1C(=O)c2ccc(Br)cc2C1=O	-0.1	1	12	0.5
89	CCOC(=O)c1c(NC(=O)Cc2ccccc2)sc2c1CCCC2	-0.1	-9	-1	0.1
90	CCCC(=O)Nc1ccccc1NC(=O)c1cc(OC)c(OC)cc1OC	0.1	3	2	1.2
91	COc1ccc(CCNC(=S)Nc2ccc(S(N)(=O)=O)cc2)cc1	0.2	-1	8	0.9
92	O=C1c2ccccc2C(=O)N1CNc1cccc(F)c1	0.2	3	-10	-0.9
93	Cc1nnc(NC(=O)C(C)N2CCCC2)s1 (stereo unspecified)	0.1	43	-3	14*
94	CC1CN(CCOc2ccc(Cl)c3ccccc23)CC(C)O1 (stereo unspecified)	0.0	27	-1	-0.4
95	COC(=O)C1=C(C)N(CCc2ccccc2)C(=O)/C1=C\c1ccc(Cl)cc1	0.1	-2	-2	-0.4
96	O=c1cc(-c2ccccc2)c2cc(Br)ccc2[nH]1	0.1	-13	-1	-1.6

# High-throughput results from PubChem.

# An unsorted share of the library. About 3.5% of those tested had a hit in this group.
